Nrf2 inh – Nrf2 qHTS screen for inhibitors; A549 ARE-Fluc reporter, luciferase luminescence, 18-24 h; actives 2.1% (n = 360,000); AID 504444, 2011; Potency, µM (highest dose often 46 µM), without a hit: top-dose activity change, negative = inhibition, hits mostly inhibitors; note: potency is the fitted concentration of half-maximal effect; % is set by controls: 0 for no effect and ±100 for the full control effect; nearly all actives have a fitted effect of over 60% in size
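A549 ARE_Fluc cells (5000/well, 5% FBS OPTI-MEM) pre-incubated 2 h, then treated with compounds 18-24 h at 37C/5% CO2 in concentration-response. CellTiter-Fluor viability read first; BugLite luciferase luminescence after 15 min at room temperature gives Nrf2 activity.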
TGFb inhibitor – qHTS for Inhibitors of TGF-b | Potency, µM (highest dose often 46.1 µM), for inactives: at the top dose activity, negative = inhibition, hits mostly inhibitors | HepG2 CAGA-GFP TGF-b/SMAD3 reporter, GFP fluorescence, 18 h; TGF-beta stimulated, 500 pg/mL final | actives 1.2% (n = 410,000) | AID 588855, 2011; note: potency is the fitted concentration of half-maximal effect; % is set by controls: 0 for no effect and ±100 for the full control effect; nearly all actives have a fitted effect of over 65% in size
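TGF-beta reporter screen: HEPG2 CAGA-GFP, 1% FBS, 500 pg/mL TGF-beta final, 18 h; per-cell GFP summed per well; curves fitted and categorized by class.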
Mm-Cpn inhibitor – Inhibitors of TCP-1 ring complex (TRiC) of Methanococcus maripaludis (MmCpn): qHTS. purified Mm-Cpn ATPase, ADP Transcreener TR-FRET. actives 0.031% (n = 330,000). Chaperonin Mm-Cpn (Methanococcus maripaludis). AID 504842, 2011. Potency, µM (top dose mostly 76.9 µM), for inactives: at the top dose activity, negative = inhibition, actives largely listed as inhibitors; note: potency is the fitted concentration of half-maximal effect; % is set by controls: 0 for no effect and ±100 for the full control effect; nearly all actives have a fitted effect of over 80% in size
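Quantitative HTS used 25 nM Mm-CPN and 10 uM ATP in magnesium/KCl Tris buffer, pH 7.4, with 1 mM DTT. Hydrolysis ran 30 min at 37°C; ADP was read by HTRF.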
Akt phos inh – HTS Assay for Inhibitors of Akt Phophorylation: Primary Screen. Neuro2A IGF-stimulated pAkt S473 HTRF, 20 min; active compounds read low. actives 0.32% (n = 360,000). activity change, % for hits at 50 µM; in the data active = activity change below about -80%; inconclusive = mostly about -51% to -80%; note: % is set by controls: 0 for no effect and ±100 for the full control effect
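Neuro2A cells in DMEM with 0.5% FBS, overnight at 37 deg C, given compound at single 50 µM final, then IGF (6 nM final) for 20 min at 37 deg C. Lysed; phospho-Akt Ser473 by HTRF after 24 h, 665/615 ratio.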
Abeta yeast res – qHTS for compounds that reverse cellular toxicity of Amyloid beta (A-beta) peptide in yeast: Primary Screen; Potency, µM (series often up to 46.1 µM), for inactives: at the top dose growth rescue, most hits filed as activators; yeast expressing A-beta42, growth rescue, OD600, 48 h; response scale: 0% DMSO, 100% iron-clioquinol control; actives 0.063% (n = 410,000); AID 1347071, 2019; note: potency is the fitted concentration of half-maximal effect; nearly all actives have a fitted effect of over 55% in size
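Yeast A-beta toxicity model in growth medium with pinned compounds, 48 h at 30 C; growth read as absorbance at 600 nm. Normalized to FeCl3/clioquinol equimolar mix (positive) and DMSO (negative).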
A549 tox – Nrf2 qHTS screen for inhibitors: counterscreen for cytotoxicity; A549 ARE-Fluc cells, CellTiter-Fluor viability, 18-24 h; Potency, µM (doses to about 46 µM), for the others: at the highest dose activity change, negative = cytotoxicity, usual class: inhibitors; actives 0.16% (n = 390,000); note: potency is the fitted concentration of half-maximal effect; % is set by controls: 0 for no effect and ±100 for the full control effect
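A549 ARE-Fluc cells in 5% FBS OPTI-MEM, 5000 cells/well, rested 2 h then exposed to compounds in concentration-response for 18-24 h at 37 °C. Viability by CellTiter-Fluor fluorescence (Ex 405/Em 525) after 30 min; luciferase luminescence (BugLite, 15 min, RT) read afterwards.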
CCT chaperon mod – High-Throughput Screening for Modulators of Cytosolic Chaperonin Activity; activity change, % (no concentration beside the values), hits read low; AID 651819, 2012; purified chaperonin ATPase assay, HTRF ADP detection, 30 min; actives 0.3% (n = 360,000); in the data active = activity change below about -30%; note: % is set by controls: 0 for no effect and ±100 for the full control effect
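TRiC (40 or 20 nM final, by batch activity) in 30 mM Tris pH 7.4, 100 mM KCl, 5 mM MgCl2, 1 mM DTT was treated with compound at 76 uM single dose, then 10 uM ATP, 30 min at 37 °C. ADP was read by HTRF Transcreener.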
Nrf2 activator – qHTS of Nrf2 Activators; AREc32 ARE-luciferase reporter (MCF7-derived line), luminescence, 24 h; Potency, µM (top dose mostly 46.1 µM), inactives show at the top dose activation, hits mostly activators; actives 0.31% (n = 410,000); note: potency is the fitted concentration of half-maximal effect; % of control where 0% means no effect; nearly all actives have a fitted effect of over 65% in size
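ARE-driven firefly luciferase activity in AREc32 cells measured after a 24 hr compound exposure at 37 deg C, using Steady-Glo reagent and a 30 min room-temperature hold.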
HepG2 viability – qHTS for Inhibitors of TGF-b: Cytotox Counterscreen | HepG2 CAGA-GFP viability, ATP luminescence, 18 h | Potency, µM (highest dose often 46.1 µM), for inactives: at the highest dose activity change, negative = cytotoxicity, usual class: cytotoxic | actives 0.76% (n = 410,000) | AID 588856, 2011; note: potency is the fitted concentration of half-maximal effect; some results filed as inactive show a strong effect at the top dose
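HepG2 CAGA-GFP cells (1000/well, DMEM with 1% FBS) received compound, then TGF-beta at 500 pg/mL final, and were incubated 18 hours at 37 degrees C. Viability was read by CellTiter-Glo luminescence. Media-only wells were set as complete cell-killing and DMSO as no toxicity.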
* marks the source's active call; other numbers are inactive results; i = inactive; ? = inconclusive; . = no result given; & = joins results of further samples; [ ] = dose if it differs, or a comment. Unless noted, calls come from the whole dose curve; as a rule, active = well fitted curve in the direction sought with a large enough effect; inconclusive = small, poorly fitted or top-dose-only effect, or another doubt; inactive = no such curve, though single readings can be large; an effect the other way counts as inactive or inconclusive.

SMILES	Nrf2 inh	TGFb inhibitor	Mm-Cpn inhibitor	Akt phos inh	Abeta yeast res	A549 tox	CCT chaperon mod	Nrf2 activator	HepG2 viability
Cc1cccc(C)c1NC(=O)CSc1ncc2c(n1)-c1ccc(Cl)cc1N(Cc1ccccc1)S2(=O)=O	-11%	11%	.	.	1%	0%	.	0.2%	5%
CC(C)(C)c1ccc2c(c1)OC(C(=O)N/N=C\c1ccc[nH]1)CO2 (centres undefined)	5.8µM*	-7%	-2%	i	?	8.2µM*	-2.1	4.4%	-29%
CCn1c(SCC(=O)NCc2ccco2)nnc1C1CCCC1	-5%	0%	2%	i	10%	2%	-5.4	-0.4%	-2%
Cc1ccc(-n2nnnc2SCC(=O)Nc2nc(-c3ccc(F)cc3)cs2)cc1C	-21%	1%	-1%	i	5%	1%	-4.6	0.1%	-25%
CC(=O)[C@H]1CCC2C3CC=C4C[C@@H](O)CC[C@]4(C)C3CC[C@@]21C (some centres undefined)	-12%	-5%	2%	i	-1%	-2%	0.2	0.2%	3%
N/C(=N\O)c1ccncc1	-5%	23%	-1%	i	-2%	5%	0.2	-0.5%	14%
O=C(C1CCN(S(=O)(=O)N2CCC3(CC2)OCCO3)CC1)N1CCC(Cc2ccccc2)CC1	-6%	4%	0%	i	-16%	2%	0.3	2.3%	-13%
COc1ccc(NC(=O)c2cccc(N3C(=O)NC4CC3(C)Oc3ccccc34)c2)cc1 (centres undefined)	9%	8%	3%	i	32%	-4%	-0.7	-0.7%	-10%
CCC(=O)OC1(C)C(=O)C=C2C=C(c3ccsc3)OC=C2C1=O (centres undefined)	-8%	5%	-2%	i	-49%[inhibitor]	-9%	0.0	4.0%	14%
CCOc1cc(/C=C/c2ccc3cccc([N+](=O)[O-])c3n2)ccc1O	23µM*	13µM*	1%	i	-32%[inhibitor]	?	-2.1	?	-35%
O=C(Nc1ccc(N2CCOCC2)cc1)C1CCCCC1	23%	-2%	.	i	-1%	-6%	-0.9	0.6%	-2%
CCCCNC(=O)[C@H]1C[C@H]1[C@@H](O)[C@H](CO)NC(=O)[C@H](COCc1ccccc1)NC(=O)OC(C)(C)C	-5%	21%	0%	i	-15%	1%	-1.2	-0.2%	-1%
CN(C(=O)COC(=O)CNC(=O)c1ccc(Cl)cc1Cl)c1ccccc1	5%	1%	1%	i	-5%	6%	-1.5	-0.5%	-15%
COc1cccc(N2CC(C(=O)Nc3nnc(SCCN4CCOCC4)s3)CC2=O)c1 (centres undefined)	-2%	8%	-3%	i	5%	-1%	-2.6	0.1%	5%
O=C(OC1CCCCC1=O)c1ccc(S(=O)(=O)Nc2ccccc2)cc1 (centres undefined)	-2%	-3%	0%	i	?	0%	1.9	-0.2%	0%
O=S1(=O)CCO[C@H]2Cc3ccccc3[C@H]2N1Cc1cccc(Cl)c1	-11%	?	1%	i	-4%	1%	-0.9	-0.6%	-19%&3%
Cn1c(-c2sccc2OCc2ccccc2)n[nH]c1=S	4%	5%	-17%	i	-3%	4%	-0.6	5.2%	2%
Cn1c(=O)n(C)c2cc(NC(=O)CCl)ccc21	18µM*	-20%	1%	i	-7%	?	1.2	?	-92%
CCN(C[C@H]1N[C@@](C)(C(=O)OC)[C@H]2C(=O)N(C)C(=O)[C@@H]12)S(=O)(=O)c1ccc(C)cc1	6%	8%	-1%	i	-15%	1%	-1.5	0.6%	3%
Cc1cc(C(=O)Nc2ccc(F)cc2)c2ccccc2n1	11%	-9%	0%	i	16%	-2%	-0.2	4.6%	5%
Cn1cc(SCC(N)=O)c2ccccc21	16%	3%	0%	i	0%	-3%	-0.3	0.2%	-2%
O=C1CN(C(=O)Cc2ccc(F)cc2)C(c2ccccc2)c2cc(Cl)ccc2N1 (centres undefined)	1%[9.27 µM]	?	.	.	19%	-1%	.	1.8%	-33%
O=C(c1nn2cccnc2c1Cl)N1CCN(c2ccccc2)CC1	.	-28%	0%	i	-5%[9.22 µM]	10%	-4.0	0.2%	6%
COc1cc(C2CC(=O)Oc3cc(OC)c(OC)c(OC)c32)cc(OC)c1OC (centres undefined)	-9%	3%	0%	i	-5%	3%	-2.5	-1.1%	-3%
CCCn1c(SCC(=O)NCCc2ccc(OC)c(OC)c2)nc2c1c(=O)n(C)c(=O)n2C	?	-20%	1%	i	-4%	-3%[1.84 µM]	-0.9	0.0%	-13%

Some of the entries so far, bar-delimited:
molecule | Nrf2 inh | TGFb inhibitor | Mm-Cpn inhibitor | Akt phos inh | Abeta yeast res | A549 tox | CCT chaperon mod | Nrf2 activator | HepG2 viability
COc1cccc(N2CC(C(=O)Nc3nnc(SCCN4CCOCC4)s3)CC2=O)c1 (centres undefined) | -2% | 8% | -3% | i | 5% | -1% | -2.6 | 0.1% | 5%
O=C(OC1CCCCC1=O)c1ccc(S(=O)(=O)Nc2ccccc2)cc1 (centres undefined) | -2% | -3% | 0% | i | ? | 0% | 1.9 | -0.2% | 0%

The listing picks up; the 5 compounds before the break are reprinted first.
SMILES	Nrf2 inh	TGFb inhibitor	Mm-Cpn inhibitor	Akt phos inh	Abeta yeast res	A549 tox	CCT chaperon mod	Nrf2 activator	HepG2 viability
Cn1cc(SCC(N)=O)c2ccccc21	16%	3%	0%	i	0%	-3%	-0.3	0.2%	-2%
O=C1CN(C(=O)Cc2ccc(F)cc2)C(c2ccccc2)c2cc(Cl)ccc2N1 (centres undefined)	1%[9.27 µM]	?	.	.	19%	-1%	.	1.8%	-33%
O=C(c1nn2cccnc2c1Cl)N1CCN(c2ccccc2)CC1	.	-28%	0%	i	-5%[9.22 µM]	10%	-4.0	0.2%	6%
COc1cc(C2CC(=O)Oc3cc(OC)c(OC)c(OC)c32)cc(OC)c1OC (centres undefined)	-9%	3%	0%	i	-5%	3%	-2.5	-1.1%	-3%
CCCn1c(SCC(=O)NCCc2ccc(OC)c(OC)c2)nc2c1c(=O)n(C)c(=O)n2C	?	-20%	1%	i	-4%	-3%[1.84 µM]	-0.9	0.0%	-13%
CCOc1ccc(N2CC(c3nc4ccccc4n3CCCCOc3ccc(OC)cc3)CC2=O)cc1 (centres undefined)	?	?	.	.	25%	?	.	5.2%	-32%
O=C(Cc1cccs1)Nc1nncs1	-2%	-5%	0%	i	14%	-2%	-3.8	1.9%	-18%
CN(CCC1CCCCO1)C(=O)CCc1nnc(Cc2c[nH]c3ccccc23)o1 (centres undefined)	15%	17%	1%	i	0%	-2%	-2.1	-0.5%	37%
Cc1ccnc(SCC(=O)c2ccc(Br)cc2)c1C#N	?	5%	?	i	?	15%	3.0	2.2µM*	-33%
O=C(CSc1ccccc1)Nc1ccc(N2CCOCC2)c(F)c1	?	0%	-1%	i	-4%	10%	0.3	0.4%	-2%
CC(C)n1c(=O)c2ccccc2n1Cc1cn(-c2ccccc2)nn1	.	14%	.	i	-16%	.	0.4	-0.5%	-2%
CCN1C(c2ccc(F)cc2)=CS/C1=C(\C#N)c1nnc2n1-c1ccccc1SC2	?	?	-3%	i	-8%	-4%	0.5	0.3%	-31%
CC1CCCCN1C(=O)Cn1c(=O)n(-c2ccc(F)cc2)c(=O)c2sccc21 (centres undefined)	13%	-9%	-3%	i	-3%	-4%	0.2	-0.3%	-4%
COc1ccc(F)cc1S(=O)(=O)NCCCn1ccnc1	-4%	6%	?	i	7%	3%	-2.4	-0.4%	-4%
CCOC(=O)c1ccc(NCc2nc3ccccc3n2C)cc1	?	-8%	-1%	i	-12%	5%	0.1	3.9%	-20%
Cc1nc(C)c(-c2csc(Nc3ccc(Cl)cn3)n2)s1	.	?	.	i	9%	.	-0.9	14%	-25%
O=C(COC(=O)c1cnccn1)c1ccc(C2CCCCC2)cc1	26%	11%	0%	i	-4%	1%	0.4	-0.3%	1%
Cc1cccc(-n2c(O)c(/C=N/NC(=O)c3ccccc3Cl)c3ccccc3c2=O)n1	-5%	14%	-2%	i	-22%	-16%	-46*	0.2%	-1%
CCCC(=O)NC(NC(=S)Nc1c(C)n(C)n(-c2ccccc2)c1=O)C(Cl)(Cl)Cl (centres undefined)	-1%	-13%	1%	i	-6%	-6%	-7.2	-0.4%	-24%
COc1ccc(N(C)S(=O)(=O)c2cccc(C(=O)NCC(c3cccs3)N(C)C)c2)cc1 (centres undefined)	1%	3%	-1%	i	24%	-8%	-1.0	2.4%	-16%

Screening results from PubChem.

Compounds were not picked by outcome; 4.3% or so of the library scored in one or more.
